Bioassay records deposited in PubChem by National Center for Advancing Translational Sciences (NCATS).
S3 lipid droplet – qHTS Assay for Lipid Storage Modulators in Drosophila S3 Cells | Drosophila S3 cells, BODIPY lipid droplet fluorescence, 18-24 h; cells fed with added oleic acid | lipid storage change, negative = inhibition, % at the top dose, mostly 46.1 µM; hits show Potency in µM | hit rate 0.64% among 320,000 | AID 2685; active = well fitted inhibition curve with a large enough effect in the signal ratio, with a control signal flat, not every such curve was filed as active; inconclusive = small, poorly fitted or top-dose-only effect, or effect the other way, or a change in a side signal; the % refers to the signal ratio
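Laser-scanning cytometry quantifies lipid droplet accumulation (500–530 nm total intensity; droplet/cell object ratio) in oleic acid-fed (400 uM added) Drosophila S3 cells treated with a concentration series. 20 uM Triacsin C defined 100% inhibition.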
S3 lipid droplet cell count max – second read-out of S3 lipid droplet, no call of its own (marks repeat the call); cell number change, %; measured here: cell count max response;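 cells counted by Cell Tracker Red CMTPX staining in the red channel; peak over a dose series mostly up to 46.1 µM; percent activity relative to internal control wells on each plate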
* marks the source's active call; other numbers are inactive results; i = inactive; ? = inconclusive; / = not tested or not shown; & = joins results of further samples; [ ] = dose if it differs, or a comment. % is set by controls: 0 for no effect and ±100 for the full control effect; potency is the fitted concentration of half-maximal effect.

Value order: S3 lipid droplet	S3 lipid droplet cell count max
C/C(=N\N=C1\NC(=O)CC(C(=O)O)S1)c1ccc(F)cc1 (stereo unspecified)
 : ?	/
CC(=O)Nc1c(I)c(NC(C)=O)c(I)c(C(=O)O)c1I
 : ?	-7&-1
CC(C)C(NC(=O)c1ccc(Cl)cc1)C(=O)NCC1CCCO1 (stereo unspecified)
 : ?	/
COc1ccc(/C=N/NC(=O)Nc2cccc3nsnc23)cc1
 : ?	/
CC(C)=CCN1CCN(Cc2cccc3c2OCO3)CC1CCO (stereo unspecified)
 : ?	/
COc1ccc(CCNC(=O)Cn2c(=O)n(-c3ccc(C)c(F)c3)c(=O)c3sccc32)cc1OC
 : ?	/
C=C(C)CSc1nnc([C@@H]2CCCN2)o1
 : 6%	10
Cc1nn(C)c(Cl)c1C(=O)NC(C(=O)O)c1ccccc1 (stereo unspecified)
 : -10%	-11
Cc1ccccc1NC(=O)C1CCCN(C(=O)NCc2ccccc2)C1 (stereo unspecified)
 : ?	/
COc1ccc(NC(=O)c2cc(S(=O)(=O)N3CCCCC3)c[nH]2)cc1
 : ?	/
CCCC(=O)Nc1ccc(NC(=S)NC(=O)c2ccccc2[N+](=O)[O-])cc1
 : 14%	-12
Cc1cc(OC(C)C(=O)NCc2ccccn2)c2c(C)cc(=O)oc2c1 (stereo unspecified)
 : i	0
Cc1ccc2nsnc2c1NC(=O)COc1ccccc1
 : ?	/
CCC(C)NC(=O)C(Cc1ccccc1)n1cccc1 (stereo unspecified)
 : ?	/
C=CCn1cnc2scc(-c3ccc(C)cc3)c2c1=O
 : -1%	1
CC(Sc1nnc(-c2ccccc2F)n1N)C(=O)NCC1CCCO1 (stereo unspecified)
 : ?	/
Cc1ccc(C2=NC3(CCCCC3)N=C2SCC(=O)Nc2ccc3c(c2)OCCO3)cc1
 : 17%	3
COc1ccc(NC(=O)c2ccc(Cc3ccc(C)cc3)o2)cc1
 : -7%	-15
Cc1cc2ncn(CS(C)(=O)=O)c2cc1C
 : ?	/
Cc1ccc(CN2CCN(/N=C/c3ccc(C(F)(F)F)cc3)CC2)c(C)c1
 : ?	/

Following part:
Value order: S3 lipid droplet	S3 lipid droplet cell count max
CC(C)C[C@H](NC(=O)N1c2ccccc2NC(=O)[C@@H]1C(C)C)C(=O)N1CCC[C@@H]1C(=O)O
 : -25%	8
COC(=O)c1cc(NC(=O)c2ccccc2)c(=O)oc1C/C=N\OCc1ccc(Cl)cc1Cl
 : ?	/
O=C(CCl)N(CCCNC(=O)C(F)(F)F)c1ccc([N+](=O)[O-])cc1
 : -10%	-3
COc1cc(NC(=O)CSc2nc(C)c(C)c(C)n2)c(C)cc1[N+](=O)[O-]
 : 1%	7
Cc1cccc(-c2cnn(-c3ccccc3)c2N)c1
 : 19%	-3
CC1Cc2ccccc2N1C(=O)CCNS(=O)(=O)c1cccc2nsnc12 (stereo unspecified)
 : ?	/
O=C(NCCCN1CCOCC1)C(=O)NCc1ccco1
 : ?	/
Cc1ccc(NC(=O)c2sc(=S)n(-c3cc(C)ccc3F)c2N)cc1
 : 0%	-10
O=C(Cn1nc(-c2nn(CC(=O)c3ccccc3)c3[n+]2CCCCC3)[n+]2c1CCCCC2)c1ccccc1
 : 22%	7
COC(=O)[C@H](Cc1c[nH]c2ccccc12)NC(=O)Cc1c[nH]c2ccccc12
 : i	-26
O=C(Cc1c(F)cccc1Cl)NCCCn1ccnc1
 : 0%	-3
COc1cccc(NC(=O)C2CCN(S(=O)(=O)c3ccccc3)CC2)c1
 : i	3
CCN(CC)S(=O)(=O)c1cccc(NC(=O)c2cncc(Br)c2)c1
 : ?	/
CCOc1ccc(NC2=CC(=O)CCC2)cc1
 : ?	/
CC(C)[C@H](NC(=O)c1ccccc1)C(=O)OCC(=O)N1CCN(C(=O)c2ccco2)CC1
 : ?	/
N/C(=N\OC(=O)c1cccc(Cn2cc(C(F)(F)F)ccc2=O)c1)c1ccc(Cl)cc1
 : 5%	0
CN(C)CCCn1c2c(c(SCC(=O)Nc3nccs3)nc1=O)CCC2
 : ?	/
COC(=O)c1ccc(N2C(=O)C3CC(C)=C(C)CC3C2=O)cc1 (stereo unspecified)
 : ?	/
CC(C)(C)c1ccc(C(=O)Nn2c(CCC(=O)O)ccc2-c2cccs2)cc1
 : i	-13
Cn1c(N)c(C(=O)CSc2nnc(C3CC3)n2N)c(=O)n(C)c1=O
 : i	25

The listing continues.
Value order: S3 lipid droplet	S3 lipid droplet cell count max
Cn1c(=O)c2cc(S(=O)(=O)NCCC(=O)Nc3ccc(Cl)cc3)ccc2n(C)c1=O
 : ?	/
Nc1ccc(C(=O)Nc2ccc3nc(-c4cccnc4)[nH]c3c2)cc1
 : ?	/
CCSC1=NCCN1S(=O)(=O)c1ccc(NC(C)=O)cc1
 : 3%	5
Cc1cccn2c(=O)c(/C=C(\C#N)S(=O)(=O)c3ccccc3)c(N3CCN(C)CC3)nc12
 : 19%	-3
COC(=O)CSc1nnc(-c2ccc(S(=O)(=O)NCc3cccs3)cc2)o1
 : ?	/
CCOC(=O)C1=C(c2ccccc2)NC(SCC(N)=O)=C(C#N)C1c1cccnc1 (stereo unspecified)
 : ?	/
CC(OCC(O)CN(C)Cc1nc2ccccc2c(=O)[nH]1)c1ccc(Cl)cc1 (stereo unspecified)
 : i	/
Cc1ccc(S(=O)(=O)N2CCCSCC2)cc1
 : -1%	1
Cc1ccc(Cn2c(-c3nonc3N)nc3ccccc32)cc1
 : ?	/
O=C(NNC(=O)c1cccs1)c1ccncc1
 : ?	/
CCc1nc(OCc2ccco2)c2sc3nc4c(cc3c2n1)COC(C)(C)C4
 : ?	/
O=C(NC1CCCCCCC1)C1CCN(c2nc3ccccc3o2)CC1
 : i	/
Cc1cc(C)n(C(=O)c2ccc(C)c(F)c2F)n1
 : 11%	-5
CN(/N=C/c1cc([N+](=O)[O-])ccc1O)c1ccccc1
 : ?	/
COc1ccc(NC(=O)NCCCN2CCCC2=O)cc1
 : ?	/
CCOC(=O)C1CCN(C(=O)c2ccc(N3CCCC3=O)cc2)CC1
 : -5%	3
COc1cccc2sc(NNC(=O)COc3ccccc3)nc12
 : -1%[9.22 µM]	6
CCOC(=O)C1=C(COC(=O)/C=C/c2cccc(Cl)c2)NC(=O)NC1C (stereo unspecified)
 : ?	/
COc1cccc(C(=O)N(Cc2ccco2)c2c(N)n(Cc3ccccc3)c(=O)[nH]c2=O)c1
 : ?	/
CCCCNC(=O)CN1C(=O)COc2ccc(S(=O)(=O)N3CCCCCC3)cc21
 : i	0

Other compounds follow.
Value order: S3 lipid droplet	S3 lipid droplet cell count max
COc1ccc(Cn2nnnc2CN2CCc3ccccc32)cc1
 : i	18
CC(C)(C)c1ccc(OCCNC(=S)NC(=O)c2cccnc2)cc1
 : ?	/
COc1cc(-c2c(C#N)c(=O)[nH]c3c2c(C)nn3-c2ccccc2)ccc1O
 : 2%	2
C=CCN(c1ccc(C(=O)N2CCN(c3ccc(F)cc3)CC2)cc1)S(C)(=O)=O
 : ?	/
Cc1cccc(C)c1N1CCN(CCn2c(=S)[nH]c3ccccc3c2=O)CC1
 : ?	/
Cc1cccc(-c2noc(CCC(=O)NCCc3ccccc3)n2)c1
 : 15%	3
CN(Cc1ccsc1)C(=O)Cn1cc(Br)ccc1=O
 : -29%	12
O=C1NC(=O)/C(=C\c2ccc(Cl)nc2)S1
 : ?	/
C=CCc1cccc(CNc2nc3ccccc3n2C)c1O
 : -1%	-3
O=C1c2cccc3cccc(c23)C(=O)N1Cc1ccccc1
 : ?	/
COc1ccc(OCC(=O)Nc2ccccc2C(=O)NC(C)C)cc1
 : ?	/
Cc1ccc(NC(=O)COC(=O)CCn2c(C)csc2=O)c([N+](=O)[O-])c1
 : ?	/
COc1cccc2sc3ccc(C#CC4(N)CCCCC4)cc3c(=O)c12
 : 1%	-11
Cc1nc2ccccc2nc(=O)c1NNc1ccc([N+](=O)[O-])cc1
 : ?	/
CCOc1ccc(NC(=O)C2CCCN2C(=O)Oc2ccccc2)cc1 (stereo unspecified)
 : ?	/
CN(CCO)c1cc(N2CCC3(CC2)OCCO3)c2nonc2c1[N+](=O)[O-]
 : ?	/
CCC(Sc1nc(N)c(NC(=O)c2ccc(Br)o2)c(=O)[nH]1)C(=O)O (stereo unspecified)
 : ?	/
O=C(NCC1CCCO1)c1cncc(Br)c1 (stereo unspecified)
 : ?	/
O=C(NCCN1CCOCC1)/C(=C/c1ccc(Cl)cc1)NC(=O)c1ccccc1
 : i	-10
COc1cc(/C=C(/C#N)C(=O)Nc2ccccc2)c(Br)cc1OCc1ccc(C(=O)O)cc1
 : -3%	-22

Filtered by structure, the entries above containing a CF3 group (three)
Value order: S3 lipid droplet	S3 lipid droplet cell count max
Cc1ccc(CN2CCN(/N=C/c3ccc(C(F)(F)F)cc3)CC2)c(C)c1
 : ?	/
O=C(CCl)N(CCCNC(=O)C(F)(F)F)c1ccc([N+](=O)[O-])cc1
 : -10%	-3
N/C(=N\OC(=O)c1cccc(Cn2cc(C(F)(F)F)ccc2=O)c1)c1ccc(Cl)cc1
 : 5%	0

Additional entries:
Value order: S3 lipid droplet	S3 lipid droplet cell count max
CC1(c2ccc(OCC(N)=O)cc2)NC(=O)NC1=O (stereo unspecified)
 : ?	/
O=C(NCc1ccccc1)C1(c2ccccc2)CCN(S(=O)(=O)c2ccccc2)CC1
 : ?	/
CCc1ccc(OCC(=O)N/N=C(\C)c2ccc(OC(F)F)cc2)cc1
 : ?	/
O=C1c2ccccc2C(=O)N1CCN1CCCCC1
 : ?	/
COc1ccc([C@H]2CC(=O)C=C(c3ccc(OC)nc3)C2)cc1
 : ?	/
O=C(c1ccc(S(=O)(=O)NCc2ccco2)cc1)N1CCCC(C(F)(F)F)C1 (stereo unspecified)
 : ?	/
CCc1nnc(NC(=O)CSc2nc3cccnc3n2Cc2ccccc2)s1
 : 9%	1
CCNC(=S)NS(=O)(=O)c1ccccc1
 : ?	/
Cc1ccc2nsnc2c1S(=O)(=O)N(Cc1ccco1)Cc1cc2cccc(C)c2[nH]c1=O
 : ?	/
CN(CC(=O)O/N=C(\N)c1ccccn1)S(=O)(=O)c1ccc(Br)cc1
 : i	/
CC(C)C[C@H](NC(=O)c1nc[nH]c1C(=O)N(C)Cc1ccccc1)C(=O)OCc1ccccc1
 : ?	/
CCN(CC(=O)Nc1ccc2c(c1)OCCO2)Cc1cc(=O)oc2c(C)c(C)ccc12
 : ?	/
C/C(=N\NC(=O)c1c(Cl)c(C)nn1C)c1cccc(NC(=O)COc2ccccc2)c1
 : 12%	5
COC(=O)Cn1c(=NC(=O)C2COc3ccccc3O2)sc2cc(S(N)(=O)=O)ccc21 (stereo unspecified)
 : ?	/
Cc1c(CC(=O)NCC(=O)NCC(=O)O)c(=O)oc2cc3oc4c(c3cc12)CCCC4
 : i	14
Cc1cc(C)nc(CCNC(=O)CC2C(=O)NCCN2Cc2ccc(F)cc2Cl)n1 (stereo unspecified)
 : ?	/
Cc1sc2ncnc(N3CCN(c4ncccn4)CC3)c2c1C
 : 17%	-32
CS(=O)(=O)N(CC(=O)Nc1ccc2c(c1)OCO2)c1ccc(Cl)cc1
 : 28%	-13
CCOC(=O)C1(Cc2ccccc2)CCCN(CCCn2cccn2)C1 (stereo unspecified)
 : ?	/
COc1ccc(NS(=O)(=O)c2ccc3c(c2)N(C(C)=O)CC(C)S3)c(OC)c1 (stereo unspecified)
 : i	7

Entries of single compounds from above. Values in the order: S3 lipid droplet	S3 lipid droplet cell count max
Entry for COc1cccc2sc3ccc(C#CC4(N)CCCCC4)cc3c(=O)c12 = 1%	-11
Entry for CCN(CC)S(=O)(=O)c1cccc(NC(=O)c2cncc(Br)c2)c1 = ?	/

Following part
Value order: S3 lipid droplet	S3 lipid droplet cell count max
COC(=O)c1nnn(CC(=O)Nc2ccc(C)c(F)c2)c1C(=O)OC
 : i	/
Cc1ccc(C)c(N(CC(=O)Nc2ccccc2C(=O)NCc2ccco2)S(=O)(=O)c2ccccc2)c1
 : -13%	-5
O=C(O)C1CCCCN1S(=O)(=O)c1ccc(Cl)s1 (stereo unspecified)
 : ?	/
CN(CCO)C(=O)C(c1ccccc1)c1ccccc1
 : ?	/
CC1(C)CC(=O)C2=C(C1)N1CCCCC1CC2=O (stereo unspecified)
 : ?	/
Cc1cc(=O)oc2cc(OCC(=O)Nc3ccccc3C(N)=O)c(Cl)cc12
 : ?	/
Cc1ccc(C(=O)CSc2nnc(-c3ccco3)n2Cc2ccccc2)cc1
 : ?	/
Cc1cc(C)c2c(=O)[nH]c(SCC(=O)c3ccc(F)c(C)c3)nc2n1
 : ?	/
O=C(Nc1ccc(S(=O)(=O)N2CCOCC2)cc1)c1ccc2ncsc2c1
 : -14%	1
COc1ccccc1NC(=O)CN(C)S(=O)(=O)c1cc(C)ccc1OC
 : ?	/
COc1ccccc1-c1nnc(SC(C)C(=O)O)n1-c1ccccc1 (stereo unspecified)
 : -13%	21
COc1ccc(C2C(C(=O)c3ccco3)=C(O)C(=O)N2Cc2cccnc2)cc1OC (stereo unspecified)
 : ?	/
CC(=O)Nc1cccc(NC(=O)c2cccc3cccnc23)c1
 : ?	/
O=C(CCNC(=O)c1ccc(Br)cc1)OCc1ccccc1Cl
 : ?	/
N#C/C(=C\c1cccc(O)c1)C(=O)N1CCCCC1
 : ?	/
Cc1c(NC(=O)CN2C(=O)NC(C)(c3ccccc3Cl)C2=O)c(=O)n(-c2ccccc2)n1C (stereo unspecified)
 : 0%	-2
Cc1cc(NC(=O)Cn2c(=O)oc3ccccc32)no1
 : ?	/
CN1CCN(Cc2c(O)ccc3occ(C(=O)c4ccccc4)c23)CC1
 : ?	/
O=C(NC1CCC1)C1CCC(=O)N(Cc2cccc(F)c2)C1 (stereo unspecified)
 : -20%	-11
CCn1c(SCC(N)=O)nnc1C(C)C
 : 0%	7

These rows are one share of the data; rates above refer to the full screens.
